# Assay outcomes as filed in PubChem BioAssay.
# aSyn yeast rescue – inhibitors of alpha-synuclein toxicity in yeast. Potency, µM (series often up to 46.1 µM), for the others: at the top dose growth rescue (activation), usual class: activators. S. cerevisiae alpha-synuclein toxicity rescue, BacTiter-Glo growth, 24 h. AID 1347070. 94,000 tested, 0.02% active; active = well fitted activation curve with a large enough effect; inconclusive = small, poorly fitted or top-dose-only effect; note: 0% is about no effect
#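 Growth restoration measured by BacTiter-Glo luminescence after 24 hr at 30 deg C; alpha-synuclein yeast, raffinose-pregrown to mid-log, were added at OD600=0.02 in galactose medium onto pinned compounds.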
# The depositor's hits bear a star; u = inconclusive; & = joins results of further samples; [ ] = another dose, or the depositor's remark. Potency is the fitted concentration of half-maximal effect. Only part of the results is shown (hit frequency here may not be typical).
SMILES,aSyn yeast rescue
CCc1ccc(NC(=O)c2sc3nc(C)cc(C)c3c2NC(=O)c2ccccc2OC)cc1,1%
Cc1cc(C(=O)Nc2ccccc2C(=O)O)c(C)o1,-11%
CNC(=O)c1ccc2c(c1)N=C(C)c1cc(C)ccc1S2,8%
COCCn1c(SCC(=O)NCC2CCCO2)nc2c(c1=O)SC(C)C2 (stereo not given),-2%
CC1CCN(C(=O)COC(=O)c2cccc(NS(=O)(=O)c3ccccc3)c2)CC1,-2%
CC(=O)c1c(C)[nH]c(C(=O)OCC(=O)Nc2sc3c(c2C#N)CCC(C)C3)c1C (stereo not given),-3%
Cn1c(=O)c2c(-c3ccccc3)n(-c3cc([N+](=O)[O-])ccc3O)cc2n(C)c1=O,-2%
Cc1ccc(C)c(-c2ccc(=O)n(Cc3c(F)cccc3Cl)n2)c1,u
O=C(Cn1c(=O)n(-c2ccc(Cl)cc2)c(=O)c2oc3ccccc3c21)Nc1ccccc1,-4%
CC(C)OC(=O)C(C(=O)C(F)(F)F)c1cc(NS(=O)(=O)c2ccc3c4c(cccc24)C(=O)N3)ccc1O (stereo not given),-3%
O=C(COc1ccccc1)Nc1ccc(Cl)cn1,-3%
CCOC(=O)c1c(NC(=O)c2cc(=O)c3ccc(C)cc3o2)sc(C)c1C,-9%
C[C@@H]1CN([C@H](C)CO)C(=O)CCCn2nncc2CO[C@H]1CN(C)C,-9%
Cc1c(N=C2NN=C(c3ccc(Cl)cc3)CS2)c(=O)n(-c2ccccc2)n1C,9%
CCc1ccc(NC(=O)c2cc(S(=O)(=O)N3CCCC(C)C3)cn2C)cc1 (stereo not given),0%
Cc1cc(C)c2ccc(=O)n(CC(=O)N/N=C/c3ccccc3Cl)c2n1,1%
Cc1ccc2nc(Nc3ccc(Br)cc3)nc(-c3ccccc3)c2c1,19%
O=C(/C=C/c1cn(-c2ccccc2)nc1-c1cccc(Cl)c1)N1CCN(c2ccccn2)CC1,-15%
CC(=O)N1c2ccc(S(=O)(=O)N3CCCCCC3)cc2CC1C(=O)NCc1cccc(F)c1 (stereo not given),-4%
COc1ccc(NC(=O)CCCNC(=O)Cn2cnc3sc(C)c(C)c3c2=O)cc1Cl,-46%[inhibitor]
CN(C)/C=C/C1=C([N+](=O)[O-])C(c2cccc([N+](=O)[O-])c2)NC(=O)N1 (stereo not given),0%
CCOc1ccc(-c2nc(SCC(=O)NCCOC)c(-c3ccc(OC)c(OC)c3)[nH]2)cc1,-3%
CCOc1ccc(OCC)c(NC(=O)C(NS(=O)(=O)c2ccc(Br)s2)c2ccccc2)c1 (stereo not given),-7%
CC(C)(C)c1ccc(C(=O)N2CCCCC2CCN2CCCCC2)cc1 (stereo not given),7%
CCc1cccc(CC)c1N(COC)C(=O)Cn1c(C)nc2ccccc21,-31%[inhibitor]
COc1ccc(CCNC(=O)C(=O)NCC(c2ccco2)S(=O)(=O)c2ccccc2)cc1 (stereo not given),-11%
O=C(O)C(c1ccccc1)N1C(=O)/C(=C\c2ccc(-c3ccc(Br)cc3)o2)SC1=S (stereo not given),10%
CC(C)CN(C(=O)C1CCCO1)C1CCS(=O)(=O)C1 (stereo not given),-6%
COc1cccc(OCCSc2nc(C)c(Cc3ccccc3)c(=O)[nH]2)c1,0%
Cn1c(SCC(=O)NC(=O)Nc2ccccc2)nnc1-c1ccncc1,-1%
O=C(COC(=O)c1cc(Br)ccc1O)NCCC1=CCCCC1,-12%
COc1ccc(C)cc1NS(=O)(=O)c1cn(C)nc1C,-4%
COc1ccc(-c2ccc(CN3C(CC(C)C)C(=O)N(Cc4cn(CC5CCCCC5)nn4)CCS3(=O)=O)cc2)cc1 (stereo not given),-13%
CCCOc1ccc(-c2c(C(=O)N/N=C/c3ccc(C)cc3)nnn2-c2nonc2N)cc1,5%
COc1ccccc1N(CC(=O)NCc1ccccc1)S(=O)(=O)c1cccs1,3%
COC(=O)c1c(Oc2ccc(OC)cc2)nnc(-c2ccccc2)c1-c1ccccc1,-23%
Cc1ccc(S(=O)(=O)CCNC(=O)Cc2ccccc2)cc1,14%
COc1ccccc1/C=C\C(=O)NCC(=O)N/N=C/c1ccc(O)cc1O,-1%
COc1ccc(-c2nc3ccccc3o2)cc1NC(=O)c1ccc(-c2ccc(Br)cc2)o1,0%
CC1CC(C)CN(S(=O)(=O)c2ccc(C(=O)OCC(=O)Nc3ccccc3)cc2)C1 (stereo not given),-5%
COc1cccc(C2CC(=O)Nc3cc4c(cc32)OCCO4)c1OC (stereo not given),-5%
Cc1cc(C)c(C(=O)Cn2nc(C(=O)O)c3ccccc3c2=O)cc1C,11%
O=C(C[C@@H]1C[C@@H]2c3cc(NS(=O)(=O)c4ccc(F)cc4)ccc3O[C@@H]2[C@@H](CO)O1)NC1CCCCC1,-9%
O=C(COc1ccc(Cl)cc1)N1CCN(S(=O)(=O)c2cc(F)ccc2F)CC1,1%
O=S1(=O)N[C@@H](Cc2ccccc2)COc2ccc(Cl)cc21,7%
Cc1ccccc1OCCCCn1c(CCNC(=O)C(C)(C)C)nc2ccccc21,9%
Cc1ccccc1NC(=O)CSc1ccncc1,7%
CCOC(=O)c1ccc(NC(=O)c2ncn3c2C(=O)NC[C@@H]3C)cc1,-3%
Cc1ccc(Oc2ncccc2C(=O)NC2CCSC2=O)cc1 (stereo not given),-2%
O=C(c1ccc(F)cc1F)N1CCCC(c2nc(-c3cccs3)no2)C1 (stereo not given),3%
CCOC(=O)c1cc(NC(=O)N(C)C2CCCCC2)c(C)nc1C,0%
COc1ccc(C2CCCN2C(=S)Nc2cccc(C)c2C)cc1OC (stereo not given),5%
COC(=O)c1cc(NC(=O)c2ccccc2)c(=O)oc1C,1%
NC1=NC(=O)C(Cc2ccccc2)S1 (stereo not given),3%
CCCCN1C(=O)CN(C2CCCCC2)C(=O)C1c1ccc(OC(C)C)c(OC)c1 (stereo not given),-4%
CN(Cc1ccco1)S(=O)(=O)c1nnc(NC(=O)c2cccc(Cl)c2)s1,-5%
CCCCOc1ccc(CNC(=O)CN2CCSc3ccccc32)cc1,u
COc1ccc(CNC(=O)c2[nH]c(C)c(C(C)=O)c2C)cc1,-4%
CCOc1cc2[nH]c(=O)n(CCCN3CCN(c4ccc(OC)cc4)CC3)c(=O)c2cc1OCC,3%
Cc1ccc2nc(-c3ccc(NC(=O)COc4ccc(Br)cc4Br)cc3)sc2c1,-8%
# Going on with the list.
SMILES,aSyn yeast rescue
O=C1CN(C(=O)COC(=O)c2ccc(Cl)cc2)c2ccccc2N1,5%
CCOC(=O)c1ccc(NC(=O)c2nc(S(=O)(=O)Cc3ccccc3)ncc2Cl)cc1,5%
NC(N)=NS(=O)(=O)c1ccc(NC(=S)NC(=O)/C=C/c2cccs2)cc1,-9%
CC(C)(C)C(=O)Nc1cccc(C(=O)OCc2cc(=O)n3nc(C4CC4)sc3n2)c1,6%
O=C(COCc1cc(-c2cccs2)on1)NCc1ccccc1Cl,-5%
CCN(CC)S(=O)(=O)c1ccc2c(c1)nc(CN(C)C(=O)c1cccc(Cl)c1)n2C,10%
CC1=C(C(=O)Nc2ccc(C)c(C)c2)C2(CCCCCC2)OC1=O,-10%
Cc1ccc(N2CC(NC(=O)C3CCCCC3)CC2=O)cc1 (stereo not given),3%
Cc1ccc(CCN2CC(C(=O)NC3CCC(C)CC3)CC2=O)cc1 (stereo not given),7%
O=C(CNC(=O)c1ccccc1)OCc1cccc(Br)c1,-1%
Cc1ccc(C(=O)Nc2onc3c2CCCC3)cc1,6%
O=C(Cn1c(=O)n(Cc2ccc(F)cc2)c(=O)c2sc3ccccc3c21)NCc1ccccc1,-8%

# Entries from the list above with a Cl atom (14):
SMILES,aSyn yeast rescue
Cc1ccc(C)c(-c2ccc(=O)n(Cc3c(F)cccc3Cl)n2)c1,u
O=C(Cn1c(=O)n(-c2ccc(Cl)cc2)c(=O)c2oc3ccccc3c21)Nc1ccccc1,-4%
O=C(COc1ccccc1)Nc1ccc(Cl)cn1,-3%
Cc1c(N=C2NN=C(c3ccc(Cl)cc3)CS2)c(=O)n(-c2ccccc2)n1C,9%
Cc1cc(C)c2ccc(=O)n(CC(=O)N/N=C/c3ccccc3Cl)c2n1,1%
O=C(/C=C/c1cn(-c2ccccc2)nc1-c1cccc(Cl)c1)N1CCN(c2ccccn2)CC1,-15%
COc1ccc(NC(=O)CCCNC(=O)Cn2cnc3sc(C)c(C)c3c2=O)cc1Cl,-46%[inhibitor]
O=C(COc1ccc(Cl)cc1)N1CCN(S(=O)(=O)c2cc(F)ccc2F)CC1,1%
O=S1(=O)N[C@@H](Cc2ccccc2)COc2ccc(Cl)cc21,7%
CN(Cc1ccco1)S(=O)(=O)c1nnc(NC(=O)c2cccc(Cl)c2)s1,-5%
O=C1CN(C(=O)COC(=O)c2ccc(Cl)cc2)c2ccccc2N1,5%
CCOC(=O)c1ccc(NC(=O)c2nc(S(=O)(=O)Cc3ccccc3)ncc2Cl)cc1,5%
O=C(COCc1cc(-c2cccs2)on1)NCc1ccccc1Cl,-5%
CCN(CC)S(=O)(=O)c1ccc2c(c1)nc(CN(C)C(=O)c1cccc(Cl)c1)n2C,10%

# (next part)
SMILES,aSyn yeast rescue
Cc1cc(C)nc(N2CCN(C(=O)CCC(=O)Nc3nnc(CC(C)C)s3)CC2)n1,4%
COc1cc(NC(=O)CN2CCN(c3ccccn3)CC2)cc(OC)c1OC,-5%
CCOc1ccc(CN2C(=O)CC(=O)N(S(=O)(=O)c3ccc(OCC)cc3)C2=O)cc1,1%
COc1ccc(OC)c(CCNC(=O)c2ccc3[nH]c(C)c(C)c3c2)c1,-12%
CCc1cccc(C)c1NC(=O)c1cccc(C(=O)Nc2c(C)cccc2CC)c1,1%
COc1cccc(N2CCN(c3c4c(nc5nncn35)CCC4)CC2)c1,16%
Cc1cc2c(cc1C)N(C(=O)CCl)CC(=O)N2,-4%
COC(=O)c1ccc(OCC(O)CN2C(=O)c3ccccc3S2(=O)=O)cc1 (stereo not given),-4%
Cc1ccc(C)n1-c1c(C(=O)NCC(C)c2ccccc2)sc2ncccc12 (stereo not given),-15%
COc1ccc(S(=O)(=O)NC(C)C(=O)NCc2cccnc2)cc1Cl (stereo not given),5%
COc1ccccc1C(=O)Nc1ccc(OCc2cc(=O)n3ccc(C)cc3n2)cc1,2%
CC(C)(CNC(=O)c1cc(-c2ccc(Cl)s2)nc2ccccc12)N1CCOCC1,-4%
C[C@H]1CN([C@@H](C)CO)C(=O)c2cc(Br)cnc2O[C@@H]1CN(C)C(=O)Nc1ccc(C(F)(F)F)cc1,-3%
O=C(O)c1ccc2c(=O)n3c(nc2c1)/C(=C/c1ccc(F)cc1)CC3,4%
O=C(NC1CCCCC1)c1ccc(Cn2c(SCc3cccc(F)c3)nc3cccnc32)cc1,0%
C#CCN(C[C@H]1[C@H](OC(=O)NCc2ccc(OC)c(OC)c2)[C@H](OC(=O)NCc2ccc(OC)c(OC)c2)C[C@H]2C(=O)N(c3ccccc3)C(=O)[C@@H]12)S(=O)(=O)c1ccc(C)cc1,-6%
CCOc1ccc(CNC(=O)Cn2nc(C)c3sc4ccccc4c3c2=O)cc1,-1%
COc1ccc(NC(=O)C2CCN(C(=O)c3sc4nc[nH]c(=O)c4c3C)CC2)c(OC)c1,-3%
COc1ccnc(Oc2ccccc2)c1C(N)=O,-13%
O=C(COC(=O)CN1C(=O)c2ccccc2C1=O)Nc1ccccc1C(F)(F)F,-9%
CCOC(=O)c1scc(-c2ccccc2)c1S(=O)(=O)Nc1ccccc1OC,-1%
CC(=O)c1ccc(NC(=O)Cn2c(=O)nc(-c3ccccc3)c3cc(Cl)ccc32)cc1,-12%
CC(C)c1nn2c(=O)cc(COC(=O)c3ccccc3NC(=O)COc3ccccc3)nc2s1,-4%
CCC(=O)N1CCc2cc(S(=O)(=O)NC(C(=O)NCCc3ccc(C)cc3)C(C)C)ccc21 (stereo not given),-11%

# Sorted by SMILES length (smallest number first): some entries from above.
SMILES,aSyn yeast rescue
COc1cc(NC(=O)CN2CCN(c3ccccn3)CC2)cc(OC)c1OC,-5%
COC(=O)c1c(Oc2ccc(OC)cc2)nnc(-c2ccccc2)c1-c1ccccc1,-23%
C[C@@H]1CN([C@H](C)CO)C(=O)CCCn2nncc2CO[C@H]1CN(C)C,-9%
CCOc1cc2[nH]c(=O)n(CCCN3CCN(c4ccc(OC)cc4)CC3)c(=O)c2cc1OCC,3%

# Following part:
SMILES,aSyn yeast rescue
COc1ccc(C)cc1NC(=O)C1CCN(S(=O)(=O)c2cccc3nonc23)CC1,9%&-1%
Cc1ccc(NC(=O)CSc2nc3c([nH]c4ccccc43)c(=O)n2-c2ccccc2)cc1Cl,7%
Cc1cccc(NC(=O)c2ccc(COc3cccc4ccccc34)o2)n1,-7%
Cc1cccc(NC(=O)CSCC(=O)OCc2ccccn2)c1,-14%
Cc1ccc(C(=O)OCc2cc(=O)n3nc(CC(C)C)sc3n2)cc1,1%
CN(c1ccccc1)S(=O)(=O)c1ccc2[nH]c(=O)oc2c1,3%
COc1ccc(CCC(=O)NCCc2csc(-c3ccc(C(F)(F)F)cc3)n2)cc1,-11%
Cc1cc(=O)n2nc(N3CCCC3C(=O)Nc3cccc(F)c3)sc2n1 (stereo not given),0%
O=C(CNC(=O)c1ccc(OC(F)F)cc1)Nc1cccc(S(=O)(=O)N2CCCC2)c1,-14%
COc1ccc(N2CCN(C(=O)COC(=O)c3cccc(S(=O)(=O)Nc4cccc(C)c4)c3)CC2)cc1,8%
Cc1ccc(NC(=O)CNC(=O)C2CCCCC2)nc1,5%
COc1ccc(C)cc1NC(=O)CSc1nnc(-c2ccc(C)cc2)o1,0%
CC1Oc2ccccc2N(CC(=O)N2CCCCC2)C1=O (stereo not given),-1%
CCc1ccc(Cn2c(CNS(=O)(=O)c3ccc([N+](=O)[O-])cc3)nc3cccnc32)cc1,-6%
O=C1c2ccccc2C(O)N1c1cccnc1 (stereo not given),2%
Cc1cc(-n2c(C)nc3ccccc3c2=O)ccc1NC(=O)c1ccccc1[N+](=O)[O-],2%
COc1cc(NC(=O)COc2ccc(C)c(C)c2)ccc1NC(=O)c1ccco1,0%
CCOc1ccc(-c2c(C)nn3c(C)c(C(=O)NC(C)c4ccccc4)cnc23)cc1OCC (stereo not given),7%
